Screens as filed in PubChem.
STAT1 act: increases IFN-gamma driven STAT1 reporter signal; 200,000 tested, 2.6% active; NIH 3T3 STAT1-luciferase reporter, luminescence; 100% = IFN-gamma alone, no compound; AID 932; activation (% of control), % at 5.5 µM;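 active = activation above the screen-wide mean activation plus 3 SD, cut at about 130% in these data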;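 also: raw ratio to IFN-gamma control signal so 100% means no change and 0% no light; values of inactives mirror those of a sister screen read the other way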
APP transl inh: APP translation inhibition; SH-SY5Y APP 5'UTR-luciferase reporter, luminescence; 190,000 tested, 0.82% active; AID 1285; inhibition, % at 2 µM;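 active = inhibition above a set limit, derived from the sample mean plus 3 SD, cut at about 45% in these data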; also: values of inactives mirror those of a sister screen read the other way
STAT3 blocker: reduces IL-6 driven STAT3 reporter signal | U3A cells, IL-6 STAT3-luciferase reporter, luminescence; host cell line lacks STAT1 | inhibition, % at 5.5 µM | 190,000 tested, 0.89% active | AID 862;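 active = inhibition above the mean inhibition across all screened compounds plus 3 SD, cut at about 44% in these data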;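 also: 0% = DMSO only wells and 100% = 100 µM nifuroxazide control wells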
STAT3 activator: STAT3 signaling activation | U3A cells, IL-6 STAT3-luciferase reporter, luminescence; 100% = signal with IL-6 EC80 alone | activation (% of control), % at 5.6 µM | 190,000 tested, 0.91% active | AID 871;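 active = activation above the screen-wide mean of compound activation plus 3 SD, cut at about 130% in these data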;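 also: 0% = background luminescence of wells with medium and substrate only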
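Material: STAT1-lacking human U3A cells, STAT3 luciferase reporter | Benchmarks: IL-6-only wells as 100% reference | Probe or stimulus: IL-6 (33 ng/mL) | Timing: Compound 1 h, then IL-6 6 h at 37 °C | Detection: Luminescence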
FLuc inh counter: counter-screen for luciferase assay inhibitors: firefly luciferase inhibition. P08659. 200,000 tested, 1.5% active. ATPLite firefly luciferase biochemical luminescence, 10 min. inhibition, % at 10 µM;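 active = inhibition above about 50% when tested at 10 µM, limit read from the data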
Target sequence (P08659 whole entry, looked up): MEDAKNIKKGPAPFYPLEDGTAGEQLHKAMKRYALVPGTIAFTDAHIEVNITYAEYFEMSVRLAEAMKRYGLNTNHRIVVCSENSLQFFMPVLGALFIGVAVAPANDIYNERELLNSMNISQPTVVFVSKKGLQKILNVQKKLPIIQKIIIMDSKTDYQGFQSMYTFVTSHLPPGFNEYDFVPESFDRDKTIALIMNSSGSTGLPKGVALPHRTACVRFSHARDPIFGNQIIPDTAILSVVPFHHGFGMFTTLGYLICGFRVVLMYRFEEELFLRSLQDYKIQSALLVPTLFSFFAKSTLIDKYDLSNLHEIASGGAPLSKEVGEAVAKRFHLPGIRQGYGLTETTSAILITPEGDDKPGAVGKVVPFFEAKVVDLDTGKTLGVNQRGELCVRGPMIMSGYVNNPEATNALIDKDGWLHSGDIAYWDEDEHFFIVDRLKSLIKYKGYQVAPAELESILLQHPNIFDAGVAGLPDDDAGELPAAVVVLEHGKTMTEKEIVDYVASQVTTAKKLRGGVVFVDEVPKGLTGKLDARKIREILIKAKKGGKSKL
RAM inhibit: inhibitors of the yeast RAM network | AID 868 | S. cerevisiae dse1pr::URA3 reporter, 5-FOA growth OD615, 2 d; analog-sensitive cbk1-as2 kinase mutant strain | 190,000 tested, 1.8% active | inhibition, % at 50 µM;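 active = inhibition above a set limit, 3 SD over mean compound inhibition, cut at about 8.4% in these data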;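 also: 0% = DMSO-only wells with no growth and 100% = 10 µM 1-NA-PP1 full growth; inhibition rescues growth on 5-FOA so higher OD means more RAM inhibition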
Hsp70 activator: Hsp70 transcriptional activation, primary screen | HeLa Hsp70 promoter luciferase reporter, luminescence; scaled: vehicle 0, proteasome-inhibitor control 100% | activation, % at 10 µM | 200,000 tested, 0.04% active | AID 1203;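 active = activation above the mean across all tested compounds plus 3 SD, cutoff set per campaign, cut at about 5.5% in these data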;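 also: 100% = MG132 at 30 µM as the positive control and 0% = DMSO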
NF-kB neuron act: NF-kB expression increase, human neuronal cells; NF-kB reporter expression; stronger effect = higher value; 190,000 tested, 1.6% active; fold change at 12.5 µM; in the data active = fold change above about 3.3
APP 5'UTR act: activates APP 5'UTR luciferase reporter; 190,000 tested, 1% active; SH-SY5Y APP 5'UTR luciferase reporter, luminescence; zero percent = DMSO vehicle wells; activation, % at 2 µM;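 active = activation above a set limit, based on mean plus 3 SD of controls, cut at about 140% in these data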; also: values of inactives mirror those of a sister screen read the other way
STAT1 inh: reduces IFN-gamma driven STAT1 reporter signal; NIH 3T3 STAT1-luciferase reporter, luminescence; inhibition, % at 5.5 µM; AID 920; 200,000 tested, 0.35% active;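 active = inhibition above a set limit, the mean inhibition across all tested compounds plus 3 SD, cut at about 34% in these data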;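 also: 0% = IFN-gamma with DMSO and 100% = IFN-gamma with 300 µM nifuroxazide; values of inactives mirror those of a sister screen read the other way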
The depositor's hits bear a star.

How did CC1=C(C(=O)OC2CCCCC2)C(c2ccc(C)o2)C2=C(CC(C)(C)CC2=O)N1 (configuration not stated) do in these assays?
STAT1 act: 103.5; APP transl inh: -23.4; STAT3 blocker: -9.4; STAT3 activator: 112.0; FLuc inh counter: -2.3; RAM inhibit: 0.7; Hsp70 activator: -0.3; NF-kB neuron act: 1.94; APP 5'UTR act: 23.4; STAT1 inh: -3.9

What do the screens show for `Cc1ccc(C(=O)N2CCN(C3CCCCC3)CC2)s1`?
STAT1 act: 102.4; APP transl inh: -8.7; STAT3 blocker: 6.2; STAT3 activator: 98.5; FLuc inh counter: -1.7; RAM inhibit: 1.2; Hsp70 activator: -0.1; NF-kB neuron act: 1.15; APP 5'UTR act: 8.7; STAT1 inh: -1.2

Results for CN(CCc1ccccn1)C(=O)CC1C(=O)NCCN1Cc1ccc(-c2ccccc2)cc1 (configuration not stated) ?
STAT1 act: 92.1; APP transl inh: -5.5; STAT3 blocker: 11.1; STAT3 activator: 94.0; FLuc inh counter: -4.3; RAM inhibit: -0.8; Hsp70 activator: 0.2; NF-kB neuron act: 1.2; APP 5'UTR act: 5.5; STAT1 inh: 7.2

Results for CCN(CC)c1ccc(/C=N/NC(=O)c2ccc([N+](=O)[O-])cc2)cc1 ?
STAT1 act: 102.9; APP transl inh: -1.3; STAT3 blocker: 7.2; STAT3 activator: 95.7; FLuc inh counter: -1.4; RAM inhibit: 1.1; Hsp70 activator: 0.0; NF-kB neuron act: 1.09; APP 5'UTR act: 1.3; STAT1 inh: -4.6

How did O=C1CN(Cc2cc(=O)oc3cc4c(cc23)CCC4)CCN1 do in these assays?
STAT1 act: 97.4; APP transl inh: -8.9; STAT3 blocker: 8.7; STAT3 activator: 94.8; FLuc inh counter: -3.3; RAM inhibit: 0.5; Hsp70 activator: 0.2; NF-kB neuron act: 1.23; APP 5'UTR act: 8.9; STAT1 inh: 2.1

Results for Cc1[nH]c2ccccc2c1C(=O)NS(=O)(=O)Nc1ccc(Cl)cc1 ?
STAT1 act: 97.1; APP transl inh: 12.4; STAT3 blocker: -5.2; STAT3 activator: 105.9; FLuc inh counter: -5.2; RAM inhibit: 3.2; Hsp70 activator: -0.2; NF-kB neuron act: 1.19; APP 5'UTR act: -12.4; STAT1 inh: 1.6

What do the screens show for `Cc1nc2sc(C(=O)Nc3ccccc3)c(N)c2c(C)c1[N+](=O)[O-]`?
STAT1 act: 125.8; APP transl inh: -167.9; STAT3 blocker: -27.5; STAT3 activator: 128.4; FLuc inh counter: 13.3; RAM inhibit: 6.0; Hsp70 activator: 0.1; NF-kB neuron act: 1.74; APP 5'UTR act: 167.9*; STAT1 inh: -25.3

Results for Cc1c(F)cccc1NC(=O)CCC(=O)O ?
STAT1 act: 105.7; APP transl inh: -1.8; STAT3 blocker: 2.6; STAT3 activator: 97.4; FLuc inh counter: -5.1; RAM inhibit: 2.3; Hsp70 activator: -0.3; NF-kB neuron act: 1.39; APP 5'UTR act: 1.8; STAT1 inh: -6.2

How did O=C(COC(=O)/C=C/c1ccccc1)NCCC1=CCCCC1 do in these assays?
STAT1 act: 91.1; APP transl inh: 17.2; STAT3 blocker: -5.0; STAT3 activator: 103.8; FLuc inh counter: -2.0; RAM inhibit: -1.9; Hsp70 activator: -0.1; NF-kB neuron act: 1.39; APP 5'UTR act: -17.2; STAT1 inh: 9.8

What do the screens show for `O=C1C=C(c2ccccc2)CC(c2cccs2)C1n1cnc([N+](=O)[O-])c1` (configuration not stated)?
STAT1 act: 96.7; APP transl inh: 2.9; STAT3 blocker: 9.2; STAT3 activator: 93.9; FLuc inh counter: -10.3; RAM inhibit: 2.6; Hsp70 activator: -0.3; NF-kB neuron act: 1.03; APP 5'UTR act: -2.9; STAT1 inh: 3.7

How did O=C(NCc1ccco1)c1cccn2c(=O)c3sccc3nc12 do in these assays?
STAT1 act: 101.2; APP transl inh: -6.1; STAT3 blocker: 23.4; STAT3 activator: 84.1; Hsp70 activator: 0.0; APP 5'UTR act: 6.1; STAT1 inh: -1.4

Results for Fc1ccc(-c2nc3c(-c4ccc(F)cc4)cnn3cc2CCN2CCOCC2)cc1 ?
STAT1 act: 96.3; APP transl inh: -2.9; STAT3 blocker: 22.5; STAT3 activator: 84.5; FLuc inh counter: -2.5; RAM inhibit: 0.5; Hsp70 activator: -0.1; NF-kB neuron act: 0.91; APP 5'UTR act: 2.9; STAT1 inh: 1.9

How did CCOC(=O)c1ccc(NC(=O)CN(C)S(=O)(=O)c2ccc(OC)cc2)cc1 do in these assays?
STAT1 act: 92.0; APP transl inh: -5.9; STAT3 blocker: 10.0; STAT3 activator: 94.2; FLuc inh counter: -8.1; RAM inhibit: 3.4; Hsp70 activator: -0.1; NF-kB neuron act: 0.97; APP 5'UTR act: 5.9; STAT1 inh: 8.7

What do the screens show for `CC1CCN(CCCOc2ccc(OCc3ccccc3)cc2)CC1`?
STAT1 act: 108.9; APP transl inh: -6.5; STAT3 blocker: 1.4; STAT3 activator: 99.4; FLuc inh counter: -6.0; RAM inhibit: 1.3; Hsp70 activator: 0.5; NF-kB neuron act: 5.08*; APP 5'UTR act: 6.5; STAT1 inh: -9.9

What do the screens show for `CC(=O)Nc1ccc(N2C(C(C)=O)=NN(c3ccccc3)C2c2cccs2)cc1` (configuration not stated)?
STAT1 act: 107.5; APP transl inh: -0.6; STAT3 blocker: -11.3; STAT3 activator: 112.0; FLuc inh counter: -2.2; RAM inhibit: -0.5; Hsp70 activator: -0.4; NF-kB neuron act: 0.89; APP 5'UTR act: 0.6; STAT1 inh: -8.4

How did c1cnc2c(C3NCCc4c3[nH]c3ccccc43)cccc2c1 (configuration not stated) do in these assays?
STAT1 act: 97.3; APP transl inh: -4.7; FLuc inh counter: -3.4; RAM inhibit: 0.3; Hsp70 activator: -0.1; NF-kB neuron act: 1.62; APP 5'UTR act: 4.7; STAT1 inh: 1.8

How did CCC(C(=O)Nc1ncn[nH]1)(C(F)(F)F)C(F)(F)F do in these assays?
STAT1 act: 95.9; APP transl inh: -3.6; STAT3 blocker: 0.1; STAT3 activator: 104.7; FLuc inh counter: -2.4; RAM inhibit: 0.8; Hsp70 activator: -0.7; NF-kB neuron act: 1.12; APP 5'UTR act: 3.6; STAT1 inh: 4.5

Results for O=C(O)C1CCCCC1C(=O)NCCc1ccc(Cl)cc1 (configuration not stated) ?
STAT1 act: 87.7; APP transl inh: -3.8; STAT3 blocker: 4.0; STAT3 activator: 100.2; FLuc inh counter: 6.1; RAM inhibit: 2.3; Hsp70 activator: -0.4; NF-kB neuron act: 1.09; APP 5'UTR act: 3.8; STAT1 inh: 13.5

Results for Cc1nn(C(C)C)c(C)c1CN1CCCC(CCC(=O)NCc2ccccc2F)C1 (configuration not stated) ?
STAT1 act: 101.0; APP transl inh: -13.5; STAT3 blocker: 7.3; STAT3 activator: 103.9; FLuc inh counter: -0.8; RAM inhibit: -0.4; Hsp70 activator: -0.2; NF-kB neuron act: 1.02; APP 5'UTR act: 13.5; STAT1 inh: -2.0

Results for O=C(NCCc1ccc(F)cc1)c1ccc([N+](=O)[O-])cc1 ?
STAT1 act: 137.2*; APP transl inh: -96.4; STAT3 blocker: 17.2; STAT3 activator: 92.4; FLuc inh counter: 19.2; RAM inhibit: 1.6; Hsp70 activator: 0.0; NF-kB neuron act: 2.19; APP 5'UTR act: 96.4; STAT1 inh: -40.1

How did CCn1nnc(-c2ccccc2NS(=O)(=O)c2ccc(C(=O)OC)cc2)n1 do in these assays?
STAT1 act: 87.2; APP transl inh: -15.8; STAT3 blocker: -0.9; STAT3 activator: 106.3; FLuc inh counter: -4.3; RAM inhibit: 2.7; Hsp70 activator: 0.2; NF-kB neuron act: 1.28; APP 5'UTR act: 15.8; STAT1 inh: 14.0

How did COC(=O)CCCCC1SCC2NC(=O)NC21O (configuration not stated) do in these assays?
STAT1 act: 110.2; APP transl inh: -10.5; STAT3 blocker: -6.7; STAT3 activator: 103.0; FLuc inh counter: -1.8; RAM inhibit: -0.8; Hsp70 activator: -0.2; NF-kB neuron act: 0.87; APP 5'UTR act: 10.5; STAT1 inh: -11.0

How did CC(C)CC(c1nnnn1C1CCCC1)N1CCN(C(=O)c2ccco2)CC1 (configuration not stated) do in these assays?
STAT1 act: 103.7; APP transl inh: -13.4; STAT3 blocker: 2.6; STAT3 activator: 99.4; FLuc inh counter: -2.7; RAM inhibit: 0.1; Hsp70 activator: 0.0; NF-kB neuron act: 1.11; APP 5'UTR act: 13.4; STAT1 inh: -4.0

Results for N=c1c2c3c(sc2ncn1CCCN1CCOCC1)CCCCC3 ?
STAT1 act: 113.4; APP transl inh: -9.0; STAT3 blocker: -6.4; STAT3 activator: 108.0; FLuc inh counter: -5.7; RAM inhibit: 0.5; Hsp70 activator: -0.2; NF-kB neuron act: 1.2; APP 5'UTR act: 9.0; STAT1 inh: -14.6

Results for O=C1Cn2c(nc3ccccc32)N1c1ccccc1F ?
STAT1 act: 103.4; APP transl inh: 3.5; STAT3 blocker: -22.9; STAT3 activator: 122.0; FLuc inh counter: 3.3; RAM inhibit: 1.5; Hsp70 activator: -0.1; NF-kB neuron act: 1.8; APP 5'UTR act: -3.5; STAT1 inh: -3.7

How did COC(=O)C(C(C)C)N1CCc2c(C)nc3c(C#N)cnn3c21 (configuration not stated) do in these assays?
STAT1 act: 102.2; APP transl inh: -8.7; STAT3 blocker: 9.8; STAT3 activator: 97.4; FLuc inh counter: -9.7; RAM inhibit: 1.4; Hsp70 activator: -0.2; NF-kB neuron act: 0.96; APP 5'UTR act: 8.7; STAT1 inh: -3.4

How did C[C@H](NC(=O)c1nc[nH]c1C(=O)NCc1ccc(CNC(=O)OC(C)(C)C)cc1)C(=O)OC(C)(C)C do in these assays?
STAT1 act: 87.2; APP transl inh: -17.3; FLuc inh counter: -2.5; RAM inhibit: 7.1; Hsp70 activator: 0.2; NF-kB neuron act: 0.46; APP 5'UTR act: 17.3; STAT1 inh: 15.2

How did ClC1(Cl)CC1Cn1c(C2CC2)nc2ccccc21 (configuration not stated) do in these assays?
STAT1 act: 105.1; APP transl inh: 1.5; STAT3 blocker: 5.4; STAT3 activator: 102.7; FLuc inh counter: -8.4; RAM inhibit: 3.3; Hsp70 activator: 0.6; NF-kB neuron act: 1.03; APP 5'UTR act: -1.5; STAT1 inh: -5.1

How did CCn1c2ccccc2c2cc(NS(=O)(=O)c3ccccc3C)ccc21 do in these assays?
STAT1 act: 99.3; APP transl inh: -16.5; STAT3 blocker: 6.7; STAT3 activator: 102.4; FLuc inh counter: -4.5; RAM inhibit: 1.2; Hsp70 activator: -0.1; NF-kB neuron act: 0.92; APP 5'UTR act: 16.5; STAT1 inh: 4.0

Results for CC(=O)NC(Cc1ccccc1)C(=O)OCC(=O)c1ccc(Br)cc1 (configuration not stated) ?
STAT1 act: 95.5; APP transl inh: 11.2; STAT3 blocker: 6.4; STAT3 activator: 95.8; FLuc inh counter: 0.1; RAM inhibit: 2.9; Hsp70 activator: -0.2; NF-kB neuron act: 1.21; APP 5'UTR act: -11.2; STAT1 inh: 4.3
